ER stress rescue: protection against thapsigargin-triggered cell killing – 384-well, CSM14.1, ATP luminescence, primary screen (AID 1222) | CSM14.1 thapsigargin-induced death rescue, ATP luminescence; higher % means a stronger effect | cellular ATP content (survival), % at 20 µM; hits with a dose series show EC50 in µM | 190,000 tested, under 10 active;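 active = EC50 below 50 µM in the dose-response confirmation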;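 note: death triggered by thapsigargin at about 15 µM added after 2 h compound pretreatment; cell ATP read after overnight thapsigargin exposure of roughly 18 to 22 hours; normalized against plate controls of thapsigargin alone and 5% DMSO vehicle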
NOD1 NF-kB reporter: NOD1 signaling inhibitors, primary screen, cell-based, luminescence, uHTS (AID 1578). inhibition, % at 4 µM; hits with a dose series show EC50 in µM. NOD1-driven NF-kB luciferase reporter cells, luminescence; higher % means a stronger effect. 1% of 290,000 active; in the data active = inhibition mostly above about 36%, no sharp cut-off; inactive = mostly below about 34%;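 note: HEK-293T reporter cells stimulated with the NOD1 agonist gamma-tri-DAP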
KOR beta-arrestin-1: kappa opioid receptor activators – cell-based, luminescence, uHTS, primary screen (AID 1777); 0.02% of 280,000 active; KOR beta-arrestin recruitment, luminescence; higher % means a stronger effect; activation, % at 10 µM, or EC50 in µM where a hit was titrated; in the data active = activation above about 50%, passing the limit was not always enough; note: a part of the inactive calls stands beside numbers as strong as those of hits
GPR55 beta-arrestin: GPR55 agonists via beta-arrestin recruitment, primary screen, imaging, U2OS cells, beta-arrestin-GFP redistribution (AID 1961). U2OS GPR55 beta-arrestin-GFP redistribution imaging; higher % means a stronger effect. activation, % at 10 µM, or EC50 in µM where a hit was titrated. 0.048% of 290,000 active;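 active = activation above 40% with more than 50 cells counted in the well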;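 note: U2OS osteosarcoma cells stably expressing GPR55 and beta-arrestin-GFP; plate controls were DMSO negative control for no effect and LPI positive control for full effect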
NTR1 agonist: agonists of NTR1, primary screen, imaging, U2OS cells, beta-arrestin-GFP, high content (AID 493036); P30989; NTR1-U2OS beta-arrestin-GFP spot imaging, agonist mode; activation, % at 20 µM; 0.17% of 330,000 active;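 active = activation at or above 40% of the spot to cytoplasm intensity ratio, with at least 20 cells analyzed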;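 note: 0% = DMSO without peptide and 100% = 100 nM NTR1 peptide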
Target sequence (P30989 whole entry, looked up): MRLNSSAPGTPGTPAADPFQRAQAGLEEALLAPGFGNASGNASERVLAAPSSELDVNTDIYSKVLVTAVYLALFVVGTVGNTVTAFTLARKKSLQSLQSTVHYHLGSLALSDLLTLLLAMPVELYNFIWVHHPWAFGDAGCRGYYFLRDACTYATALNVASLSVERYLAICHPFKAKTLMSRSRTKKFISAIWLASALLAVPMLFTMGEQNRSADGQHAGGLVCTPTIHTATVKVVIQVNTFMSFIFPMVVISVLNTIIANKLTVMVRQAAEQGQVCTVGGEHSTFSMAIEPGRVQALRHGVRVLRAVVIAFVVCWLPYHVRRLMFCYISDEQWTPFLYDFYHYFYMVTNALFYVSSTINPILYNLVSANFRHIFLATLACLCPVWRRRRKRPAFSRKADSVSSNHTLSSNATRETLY
KOR beta-arrestin-2: kappa opioid receptor blockers – cell-based, luminescence, uHTS (AID 1778). inhibition, % at 10 µM, or IC50 in µM where a hit was titrated. KOR beta-arrestin recruitment, luminescence, antagonist mode; higher % means a stronger effect. 0.091% of 290,000 active; note: strong numbers were not always called active
TNAP activators: stimulation of alkaline phosphatase TNAP activity – biochemical, luminescent, no phosphate acceptor, uHTS, primary screen (AID 1001). purified TNAP, luminescent activation assay, no phosphate acceptor; higher activation fold means a stronger effect. activation fold at 20 µM, or EC50 in µM where a hit was titrated. 0.03% of 200,000 active; in the data active = activation fold from about 3, or a potency from the dose series; inactive = the rest, 99 in 100 with activation fold below about 1.6; note: many of its hits are not listed in these tables
HEK293 NOD2/NF-kB: NOD2 signaling inhibitors, cell-based, luminescence, uHTS, HEK293 (AID 1566); 0.63% of 290,000 active; inhibition, % at 4 µM; hits with a dose series show EC50 in µM; HEK293 NOD2/NF-kB luciferase reporter, luminescence; higher % means a stronger effect; note: many of its hits are not listed in these tables
Yfh1-off respiration: mitochondrial function rescue without frataxin homolog – Friedreich's ataxia, plus single-dose screen, dose response (AID 1465) | S. cerevisiae Yfh1-off respiration, WST-1 reduction, 72 h; higher fold induction means a stronger effect | fold induction at 50 µM; hits with a dose series show EC50 in µM | 0.074% of 220,000 active;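 active = fold induction of absorbance versus untreated yeast above a set limit, then at least 30% activation at any dose in follow-up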;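 note: activators that raise dye reduction in frataxin-depleted yeast; strong numbers were not always called active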
NTR1 agonist cell count 20 µM: recorded beside NTR1 agonist, whose call it bears; cell count; measured here: cell count, cytotoxicity flag
* marks the source's active call; other numbers are inactive results; i = inactive; x = no result given; & = joins results of further samples; [ ] = dose if it differs, or a comment. Cut-off read from the data, not from the text of the source, unless noted: active = inhibition above about 50%; inactive = the rest. An excerpt. The share of hits here may be higher or lower than overall.

SMILES	ER stress rescue	NOD1 NF-kB reporter	KOR beta-arrestin-1	GPR55 beta-arrestin	NTR1 agonist	NTR1 agonist cell count 20 µM	KOR beta-arrestin-2	TNAP activators	HEK293 NOD2/NF-kB	Yfh1-off respiration
CN1/C(=C\C(=O)CSc2nnc(N)s2)C(C)(C)c2ccccc21	-1.9%	-16%	1.9%	0.0%	0.8	80	-5%	1.1	0%	i
CCC(Cc1ccccc1)NC(=O)/C=C/c1ccco1 (stereo not drawn)	x	-20%	-1.9%	0.1%	0.6	49	-14%[20 µM]	x	11%	x
Cc1ccc(N2C(=O)CC(C3CCCO3)C2=O)cc1 (stereo not drawn)	-2.0%	-6%	-2.4%	-0.1%	0.6	51	22%	1	15%	i
COc1ccc(-c2ccc(-c3noc(C(C)C)n3)c(OC)n2)cc1	1.9%	-20%	-3.5%	-0.2%	7.2	50	5%	1	8%	i
Cc1ccccc1C(=O)c1cccn1CC(=O)O	-1.0%	-19%	2.8%	-0.1%	-1.0	30	-6%	1.1	1%	i
O=C(NCCO)c1cccc(Nc2nc(-c3ccccc3)c3cc(Cl)ccc3n2)c1	-7.8%	19%	8.8%	0.3%	8.4	62	-24%	1	3%	i
COC(=O)C1CCN(S(=O)(=O)c2ccc(OC)cc2)CC1	-3.8%	-11%	-0.2%	-0.1%	-2.8	52	11%	1	7%	i
COCCN(CCOC)C(=O)c1cc2c(=O)n3ccccc3nc2s1	-0.5%	-1%	-5.2%	-0.1%	1.8	82	1%	1.1	-2%	i
COc1ccc(N2CCCCn3c2nc2c3c(=O)n(C)c(=O)n2C)cc1	1.5%	-1%	7.3%	0.1%	-1.4	76	-10%	1.2	6%	i
COc1ccc(CCC(=O)OCC(=O)Nc2ccc(C)c(S(=O)(=O)N(C)C)c2)cc1	-5.7%	-11%	0.7%	0.5%	x	x	-58%	1.1	7%	i
CCn1ncc(C2=NOC(C(=O)Nc3cnn(C45CC6CC(CC(C6)C4)C5)c3)C2)c1C (stereo not drawn)	-1.7%	10%	-0.5%	-0.1%	0.5	61	6%	1	30%	i
CCOC(=O)c1c(CC(C)C)csc1NC(=O)c1ccccc1C(=O)O	x	0%	0.8%	-0.2%	5.4	52	-44%	x	8%	i
COc1ccc(/C=N/n2cnc3c([nH]c4ccc(F)cc43)c2=O)cc1CSc1ccccn1	x	-4%	-1.9%	-0.2%	-0.1	48	19%	x	14%	i
O=C(NCc1ccc(Cl)cc1)c1cccc(NC(=O)c2ccccc2)c1	-1.1%	-24%	1.7%	-0.3%	1.3	66	-2%	1.1	-32%	i
COC(=O)C1(C)Nc2ccccc2C(=O)N1c1ccccc1C (stereo not drawn)	x	2%	-2.5%	0.2%	-3.4	51	40%	1.2	-12%	i
COc1cc(/C=N/N2CCOCC2)ccc1OCc1ccc(Cl)cc1	0.6%	-35%	-1.9%	-0.2%	2.3	44	-9%	1	-33%	i
O=C(CCCc1ccccc1)NCCc1ccc(F)cc1	x	18%	-3.0%	0.4%	0.2	63	8%	x	-32%	x
COc1ccc(N2CCN(c3nc(Nc4ccc(F)cc4)nc(OC)n3)CC2)cc1	-0.9%	16%	1.2%	-0.1%	x	x	-163%	1	-10%	i
O=C(/C=C/c1ccc(Cl)cc1)N1CCN(c2ccccc2[N+](=O)[O-])CC1	-2.7%	-30%	6.9%	0.1%	3.5	74	-9%	1	7%	i
CN1CCCN(C(=O)c2ccc(Br)s2)CC1	x	-29%	0.3%	0.0%	0.5	50	10%	x	-13%	x
Cc1cc(N2CCOCC2)nc(-c2ccccc2O)n1	-2.4%	-42%	-3.7%	-0.5%	-0.6	78	10%	1.1	-10%	i
CC1(C)Cc2c(c(N3CCOCC3)nc3snc(NC(=O)c4ccccc4)c23)CO1	-0.7%	-7%	2.5%	-0.1%	-0.2	42	-3%	1.1	29%	i
NC(=O)C1CCN(c2ncccc2[N+](=O)[O-])CC1	1.4%	-28%	-0.4%	-0.4%	0.9	59	-6%	1.1	5%	i
N#CN=C(N)c1ccccc1	0.8%	-8%&-5%	-2.4%&-0.2%	-0.2%&-0.1%	-0.5	50	1%&41%	1.1	21%&2%	i
O=C(CCC(=O)n1ncc2ccccc21)N1CCCCC1	x	-25%	3.9%	0.5%	-0.8	49	-26%[20 µM]	x	-3%	x
COc1ccc(S(=O)(=O)N2Cc3ccccc3CC2C(=O)O)cc1OC (stereo not drawn)	0.8%	6%	-3.7%	0.6%	-2.3	40	21%	1.1	16%	i
CCOc1ccc(-n2c(C)nc3cc(C(=O)NCC4CCCO4)ccc32)cc1 (stereo not drawn)	x	2%	6.8%	-0.2%	1.4	62	-31%	x	0%	x
CCCSc1ccc(C(=O)Nc2ccc(F)cc2F)cn1	-2.1%	-28%	-1.6%	0.2%	-0.1	35	-197%[20 µM]	1.1	-22%	i
CN(c1ccc(Cl)cc1)S(=O)(=O)c1nnc(NC(=O)c2ccco2)s1	x	-10%	1.9%	-0.2%	-0.4	66	-8%	x	28%	x
COc1ccc(C(=O)Nc2ccc([N+](=O)[O-])cn2)c(OC)c1	-4.0%	-32%	-3.6%	0.2%	1.3	67	-29%	1.1	-126%	i

Pulled by structure from above, two records:
SMILES	ER stress rescue	NOD1 NF-kB reporter	KOR beta-arrestin-1	GPR55 beta-arrestin	NTR1 agonist	NTR1 agonist cell count 20 µM	KOR beta-arrestin-2	TNAP activators	HEK293 NOD2/NF-kB	Yfh1-off respiration
CC1(C)Cc2c(c(N3CCOCC3)nc3snc(NC(=O)c4ccccc4)c23)CO1	-0.7%	-7%	2.5%	-0.1%	-0.2	42	-3%	1.1	29%	i
CCOc1ccc(-n2c(C)nc3cc(C(=O)NCC4CCCO4)ccc32)cc1 (stereo not drawn)	x	2%	6.8%	-0.2%	1.4	62	-31%	x	0%	x

Additional structures
SMILES	ER stress rescue	NOD1 NF-kB reporter	KOR beta-arrestin-1	GPR55 beta-arrestin	NTR1 agonist	NTR1 agonist cell count 20 µM	KOR beta-arrestin-2	TNAP activators	HEK293 NOD2/NF-kB	Yfh1-off respiration
CCCCC(=O)NC(c1ccccc1OC)c1ccc2cccnc2c1O (stereo not drawn)	x	-6%	0.0%	1.4%	3.2	65	0%	x	26%	37µM*
O=C(CNC(=O)c1ccc(N2C(=O)c3ccccc3C2=O)cc1)OCC(=O)c1ccccc1	0.0%	-26%	12%	-0.3%	0.3	109	-29%	1.1	5%	i
Cc1ncoc1C(=O)Nc1ccc(Oc2ccccc2)cc1	-2.5%	-37%	4.0%	0.0%	0.4	58	-24%	1	-34%	i
O=C(Nc1ccc(O)c2c(=O)cc(-c3cccc(Cl)c3)oc12)c1ccccc1Cl	x	-2%	1.3%	0.0%	6.3	47	-9%	x	-10%	i
CCc1nnc(NC(=O)c2c(O)c3cccc4c3n(c2=O)CC4)s1	-0.4%	-15%	-0.9%	-0.2%	x	x	28%	1	6%	x
CCCN1C(=O)c2ccc(C(=O)Nc3cc(C)on3)cc2C1=O	-0.2%	-2%	-0.9%	-0.2%	0.6	63	14%	1.1	5%	i
CC(=O)c1cnc2cc(-c3cccc(Br)c3)nn2c1C	x	-64%	1.3%	-0.3%	1.8	37	-35%	1.1	-50%	i
Cc1c(OCC(=O)NCc2ccncc2)ccc2c3c(c(=O)oc12)CCC3	x	6%	-3.4%	-0.1%	1.2	80	5%	x	30%	x
NC(=O)CSc1nccn1Cc1ccccc1	2.5%	-19%	-5.4%	-0.4%	0.7	76	4%	1.1	-14%	i
CCCNC(=O)c1ccc(N2CCC3(CC2)CC(c2ccccc2)=NO3)c(NC(=O)c2cccc(OC)c2)c1	x	77%*	3.8%	-0.1%	4.7	51	-1%[20 µM]	x	21%	x
c1ccc(C2CC(c3ccccc3)n3c(nc4ccccc43)N2)cc1 (stereo not drawn)	-2.4%	-25%	-0.7%	-0.2%	3.1	82	-15%	1.1	12%	i
COC(=O)c1ccc(C)c(NC(=O)CN(c2ccccc2)S(=O)(=O)N(C)C)c1	-1.5%	-26%	-4.4%	-0.1%	-1.3	93	10%	1.2	-22%	i
O=C(O)c1cccc(N/N=C/c2cccs2)c1	-0.1%	x	0.5%	-0.2%	-1.4	32	x	1.1	x	i
Cc1ccc(S(=O)(=O)Nc2ccc(N3CCOCC3)cc2)cc1C	x	-31%	1.7%	x	0.3	41	-25%	x	2%	x
Cc1c(NC(=O)C(C)OC(=O)c2cccc(S(=O)(=O)N3CCOCC3)c2)c(=O)n(-c2ccccc2)n1C (stereo not drawn)	x	-6%	0.4%	0.3%	-0.3	58	40%	x	8%	i
CCNC(=S)NNC(=O)C(c1ccccc1)c1ccccc1	-3.0%	-9%	0.1%	-0.1%	3.1	46	16%	1.1	-4%	i
CCCCCn1c(=O)[nH]c2cc(C(=O)NCc3ccccn3)ccc2c1=O	0.3%	-31%	-2.6%	-0.3%	0.8	59	-15%	1.1	4%	i
O=C(NCCCC1CCCC1)C1CCC(=O)N(Cc2ccccc2F)C1 (stereo not drawn)	x	-9%	-0.9%	-0.1%	0.8	53	-5%	x	14%	x
CC1(c2ccccc2Cl)NC(=O)N(CC(=O)NC(=O)NCc2ccco2)C1=O (stereo not drawn)	2.3%	-15%	-2.5%	-0.3%	-0.9	84	3%	1	-6%	i
Nc1nc(-c2ccccc2)nn1S(=O)(=O)c1ccccc1	-1.9%	-36%	-6.8%	-0.1%	2.7	51	-24%[20 µM]	1	8%	i
CN(Cc1cn(-c2ccccc2)nc1-c1ccc(Cl)cc1)C(=O)CCC(=O)O	-1.2%	-11%	6.6%	-0.2%	-0.2	67	-18%	1.1	15%	i
COc1cccc(CNc2nc3nc(C)c(Cl)c(=O)n3[nH]2)c1	x	-3%	x	0.2%	-0.6	68	3%	x	-2%	i
Cc1ccc(-n2nc(C)c3c(=O)[nH]c(C(F)(F)F)nc32)cc1	-0.4%	3%	-2.6%	-0.2%	1.1	45	-70%	1	32%	i
COc1ccccc1CCNC(=O)CSc1ccc(-c2ccco2)nn1	1.6%	12%	6.8%	0.2%	-1.0	59	-10%	1	-6%	i
CCn1cnc2sc(C)c(C)c2c1=O	-1.6%	-3%	0.1%	0.0%	x	x	7%	1.1	-7%	i
COC(=O)C1CCN(c2cc(Cl)nc(N)n2)CC1	x	-27%	2.8%	1.5%	-1.3	52	-14%	1	1%	i
CN(NC(=O)COc1ccccc1)C1=NS(=O)(=O)c2ccccc21	-1.3%	-28%	x	-0.1%	-0.7	29	-22%[20 µM]	1.1	-4%	i
CC1CCc2nc3ccccc3c(C(=O)OCC(=O)NC3CCS(=O)(=O)C3)c2C1 (stereo not drawn)	0.0%	-20%	-0.7%	-0.4%	3.4	54	-20%	1	15%	i
Clc1ccc(-c2csc(NNC3=NCCCCC3)n2)cc1	-0.6%	-47%	1.2%	-0.1%	1.2	77	0%	1	-16%	i
Cc1ccc(C2(C)NC(=O)N(CC(=O)NC(=O)NCCC(C)C)C2=O)cc1 (stereo not drawn)	-1.3%	-6%	-4.8%	0.1%	1.4	47	-37%	0.8	-37%	i
CC1(C)Cc2c(C#N)c(SCCC#N)nc(N3CCOCC3)c2CO1	x	-7%	-2.3%	0.4%	0.3	92	-10%	x	-13%	x
